SRC3 inh = inhibitors of human steroid receptor coactivator 3 (SRC3) | HEK293 GAL4-SRC3 luciferase reporter, luminescence | hit rate 0.17% among 360,000 | Q9Y6Q9 | inhibition, % at 3.6 µM;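 active = inhibition above a per-campaign cutoff, the mean of all compounds plus 3 SD, cut at about 60% in these data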;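 also: 0% = DMSO-treated cells and 100% = gossypol-treated cells at 36 µM; higher means less SRC3-driven luciferase light from the GAL4 reporter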
KKLEB tox = CF airway cell cytotoxicity counter-screen; KKLEB CF airway cells viability, ATPlite luminescence, overnight; hits give low values; cells stimulated with P. aeruginosa culture filtrate; activity change (cytotoxicity), % at 5 µM; hit rate 0.36% among 360,000; AID 602141;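 active = corrected activity change at or below -50% at 5 µM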
TWEAK Fn14 block = inhibitors of TWEAK-Fn14 interaction signaling; TWEAK-stimulated Fn14 reporter cells, luciferase luminescence, 8 h; AID 1159606; inhibition, % at 10 µM; hit rate 2% among 360,000; in the data active = inhibition above about 50%
LMP1 NFkB inh = inhibitors of Epstein-Barr LMP1-induced NF-kappaB reporter; LMP1-induced NF-kappaB luciferase reporter cells, luminescence; inhibition, % at 12.5 µM; hit rate 0.69% among 350,000; in the data active = inhibition above about 41%;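 also: 0% = neutral control wells and 100% = reference inhibitor control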
TROY NFkB inh = blocks TROY-dependent signaling in reporter cells. Q293 LMP1-TROYcd NF-kB luciferase reporter, 4 h. inhibition, % at 10 µM. hit rate 0.98% among 360,000;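 active = compounds whose plate-normalised and pattern-corrected inhibition of the luciferase reporter signal at the single screening dose is 50% or more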
NR5A2 inv ag = inverse agonists of human LRH-1 (NR5A2) | inhibition, % at 3.6 µM | O00482 | HEK293T StAR-luciferase reporter, LRH-1 transfected, 24 h | hit rate 0.13% among 360,000;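 active = inhibition above the mean inhibition of all tested compounds plus 3 SD, cut at about 73% in these data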;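 also: 0% = DMSO wells and 100% = reporter-only cells lacking LRH-1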
NR2F2 inh = blocks human COUP-TFII nuclear receptor; HEK293T NGFI-A luciferase reporter, luminescence; hit rate 0.7% among 370,000; inhibition, % at 8.6 µM; P24468; AID 686940;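 active = inhibition above a per-plate cutoff, mean inhibition of test wells between control levels plus 3 SD, cut at about 38% in these data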;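 also: cells cotransfected with COUP-TFII expression vector driving the NGFI-A reporter; 0% = median of COUP-TF2 test wells and 100% = reporter-only cells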
NCOA2 inhibitor = human SRC2 (NCOA2) inhibition; HEK293 GAL4-SRC2 luciferase reporter, luminescence; hit rate 0.17% among 370,000; AID 651957; Q15596; inhibition, % at 9 µM;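 active = inhibition above the mean inhibition of all tested compounds plus 3 SD, set per campaign, cut at about 52% in these data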;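 also: 0% = DMSO treated cells and 100% = cells given Gossypol at 36 µM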
NCOA1 inh = inhibits human SRC1 coactivator; HEK293 GAL4-SRC1 luciferase reporter, luminescence; AID 588354; hit rate 0.12% among 360,000; inhibition, % at 3.6 µM; Q15788;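 active = inhibition above the campaign mean plus 3 SD, with each screening campaign given its own cutoff, cut at about 60% in these data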;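 also: 0% = DMSO treated cells and 100% = gossypol at 36 µM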
CF NFkB inh = cystic fibrosis NF-kB activation inhibition; AID 588850; inhibition, % at 5 µM; hit rate 0.86% among 360,000; KKLEB NF-kB-GFP reporter, PAF-induced, GFP fluorescence overnight;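 active = at least 50% inhibition at 5 µM, scaled per plate between neutral and stimulator controls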;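 also: PAF is a Pseudomonas aeruginosa culture filtrate used as stimulus; plate controls were PAF-stimulated DMSO wells for no effect and unstimulated DMSO wells for full effect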
TRAIL sens C8 = caspase-8 TRAIL sensitization. inhibition (viability loss, TRAIL sensitization), % at 10 µM. hit rate 1% among 360,000. NB7+C8 cells + TRAIL, ATPlite viability luminescence;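 active = compounds causing at least 50% loss of cell viability in the single-dose screen, relative to plate controls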
An asterisk follows results filed as active; . = no result given.

Fields: SRC3 inh, KKLEB tox, TWEAK Fn14 block, LMP1 NFkB inh, TROY NFkB inh, NR5A2 inv ag, NR2F2 inh, NCOA2 inhibitor, NCOA1 inh, CF NFkB inh, TRAIL sens C8
#1 COC(=O)CN1C(=O)COc2ccc(S(=O)(=O)N3CCCCCC3)cc21
→ 9, 2, -8, 5, 12, -11, 17, 4, -12, -15, -21
#2 O=C(CCOc1ccccc1)Nc1ccccc1F
→ -21, -13, -41, 1, -38, -34, ., ., -4, -1, 7
#3 COc1cccc(OCCCCCCN2CCOCC2)c1
→ 10, -6, 14, 0, -6, -17, -12, -27, -7, -6, -4
#4 CCCS(=O)(=O)N1CCC(C(=O)NCCCOC)CC1
→ 0, 10, -22, 0, 9, -11, 10, 12, -6, -6, 2
#5 CCc1ccc(OCC(=O)N/N=C/c2cc([N+](=O)[O-])ccc2N2CCCCCC2)cc1
→ 20, -3, 21, 3, 13, -12, 21, -8, -4, 5, 9
#6 CC1CCCN(CCOCCSc2ccccc2)C1 (stereo not drawn)
→ 6, 1, -7, 1, -35, 9, -6, -2, -10, -9, -2
#7 CCn1cnc2scc(-c3ccc(OC)cc3)c2c1=O
→ -7, 9, -1, 1, -13, 14, 13, -17, -3, 24, 26
#8 Cn1c(CN2CCCCC2)nc2cc(NC(=O)c3cccc(Br)c3)ccc21
→ -15, 7, 29, 28, -7, 32, 49*, -26, -12, 16, 9
#9 COCCNC(=O)c1cccc(C)c1[N+](=O)[O-]
→ 11, -1, -2, -1, -6, 11, 7, -8, 5, 8, 2
#10 CC(=O)c1cccc(NC(=O)NC2CC3CCCC(C2)N3CC(C)C)c1 (stereo not drawn)
→ 11, -1, 9, 14, -11, 4, -3, 16, -10, -14, 0
#11 O=C(NNc1nc(N2CCCC2)nc(N2CCCC2)n1)c1ccccc1
→ -29, 18, 8, -22, 1, -7, 8, -9, -6, 6, -10
#12 COc1ccc(N(CC(=O)N2CCOCC2)S(C)(=O)=O)cc1
→ 9, 3, 9, -21, -1, -19, 15, -23, -4, 1, -15
#13 CCC1(CC)NC(=S)N(Nc2ccccc2)C1=O
→ -17, -5, -6, -13, 16, -2, 1, 0, 1, 19, 10
#14 O=c1c2cc(Cl)cc(Cl)c2nc2n1CCC2
→ -4, 14, 8, -2, -10, 21, -5, -14, 7, -5, 6
#15 COc1cccc(Cn2c(=O)oc3ccccc32)c1
→ -40, -15, -12, -10, -63, -46, -54, -15, -34, 14, -14
#16 COc1ccc(CCNC(=O)c2ccc(CSc3ccc(Cl)cc3)o2)cc1OC
→ ., ., 68*, ., 44, 47, 34, 3, ., ., 12
#17 COc1ccc(S(=O)(=O)Nc2c(C)ccc3nsnc23)cc1OC
→ 11, 0, 11, -4, 7, -3, -5, 10, 8, 15, -21
#18 Cc1ccc(CNC(=O)Cn2cnc3c(OCc4ccccc4)ncnc32)o1
→ -8, -10, 25, -16, -12, -3, 0, -9, -14, -6, 0
#19 Cc1cc(=O)oc2cc(OC(C)C(=O)NCC3CCC(C(=O)O)CC3)ccc12 (stereo not drawn)
→ 10, 19, 8, -2, -7, 20, 6, 8, -7, 8, 5
#20 C/C(=N\NC(=O)c1c(Cl)c(C)nn1C)c1cccc(NC(=O)c2cccc(F)c2)c1
→ 11, -7, -26, -11, -24, 12, -28, 3, 8, -12, 5
#21 CCCCCc1ccc(-c2ccc(OC)cc2)nc1
→ -78, -5, -34, -39, -26, -76, -15, -46, -66, 2, 24
#22 COc1ccc(N2C(C(C)=O)=NN(c3ccccc3)C2c2cccs2)cc1 (stereo not drawn)
→ 11, -14, -3, 1, 5, 13, 8, -3, 9, 8, 9
#23 CC(=O)N/C(=C\c1ccccc1)C(=O)OCC(=O)c1ccccc1
→ 14, -5, -4, 4, -15, -5, -28, -1, -15, -9, 3
#24 COc1cccc(NC(=O)CSc2nc(=O)n(Cc3ccncc3)c3c2CCCC3)c1
→ 2, -2, 9, 0, -16, 4, 25, -7, -26, 16, -25
#25 CCC(C)Cn1c(O)cc2nn(-c3nc4ccccc4s3)c(=O)c-2c1C (stereo not drawn)
→ 28, -6, 62*, 52*, 11, 18, 7, 36, 3, 4, 12
#26 Cc1ccc(C(=O)C2=C(O)C(=O)N(Cc3ccco3)C2c2ccc(N(C)C)cc2)o1 (stereo not drawn)
→ 8, -1, -5, 31, -15, -17, 8, -36, -3, -58, 4
#27 CCCn1c(C(O)c2cc(OC)ccc2OC)nc2ccccc21 (stereo not drawn)
→ 1, 3, 6, -3, -3, -16, 7, -19, -4, -16, -33
#28 OCC[C@H]1C[C@@H](O)[C@H](O)[C@]2(CCc3ccccc3CO2)O1
→ 8, -2, 19, -2, -3, 5, -12, -14, -3, -5, 1
#29 Cc1n[nH]c(=O)n1-c1ccc(OCc2ccccc2)cc1
→ -35, 5, -4, -7, -1, -39, -32, -57, -37, -6, -3
#30 CN(CC(=O)Nc1ccc(F)c(F)c1F)C(=O)CC1CCCCC1
→ 5, 1, 1, 5, -11, 14, 1, -14, 2, 10, 8

4 entries from above, with bars between the fields:
no. | smiles | SRC3 inh | KKLEB tox | TWEAK Fn14 block | LMP1 NFkB inh | TROY NFkB inh | NR5A2 inv ag | NR2F2 inh | NCOA2 inhibitor | NCOA1 inh | CF NFkB inh | TRAIL sens C8
11 | O=C(NNc1nc(N2CCCC2)nc(N2CCCC2)n1)c1ccccc1 | -29 | 18 | 8 | -22 | 1 | -7 | 8 | -9 | -6 | 6 | -10
12 | COc1ccc(N(CC(=O)N2CCOCC2)S(C)(=O)=O)cc1 | 9 | 3 | 9 | -21 | -1 | -19 | 15 | -23 | -4 | 1 | -15
13 | CCC1(CC)NC(=S)N(Nc2ccccc2)C1=O | -17 | -5 | -6 | -13 | 16 | -2 | 1 | 0 | 1 | 19 | 10
14 | O=c1c2cc(Cl)cc(Cl)c2nc2n1CCC2 | -4 | 14 | 8 | -2 | -10 | 21 | -5 | -14 | 7 | -5 | 6

The listing picks up; the 6 compounds before the break are reprinted first.
Fields: SRC3 inh, KKLEB tox, TWEAK Fn14 block, LMP1 NFkB inh, TROY NFkB inh, NR5A2 inv ag, NR2F2 inh, NCOA2 inhibitor, NCOA1 inh, CF NFkB inh, TRAIL sens C8
#25 CCC(C)Cn1c(O)cc2nn(-c3nc4ccccc4s3)c(=O)c-2c1C (stereo not drawn)
→ 28, -6, 62*, 52*, 11, 18, 7, 36, 3, 4, 12
#26 Cc1ccc(C(=O)C2=C(O)C(=O)N(Cc3ccco3)C2c2ccc(N(C)C)cc2)o1 (stereo not drawn)
→ 8, -1, -5, 31, -15, -17, 8, -36, -3, -58, 4
#27 CCCn1c(C(O)c2cc(OC)ccc2OC)nc2ccccc21 (stereo not drawn)
→ 1, 3, 6, -3, -3, -16, 7, -19, -4, -16, -33
#28 OCC[C@H]1C[C@@H](O)[C@H](O)[C@]2(CCc3ccccc3CO2)O1
→ 8, -2, 19, -2, -3, 5, -12, -14, -3, -5, 1
#29 Cc1n[nH]c(=O)n1-c1ccc(OCc2ccccc2)cc1
→ -35, 5, -4, -7, -1, -39, -32, -57, -37, -6, -3
#30 CN(CC(=O)Nc1ccc(F)c(F)c1F)C(=O)CC1CCCCC1
→ 5, 1, 1, 5, -11, 14, 1, -14, 2, 10, 8
#31 O=C(Nc1cc(S(=O)(=O)N2CCOCC2)ccc1N1CCCCC1)c1cc(-c2ccccn2)nc2ccccc12
→ 17, -12, 29, -22, 20, 6, -4, 16, -5, 4, 5
#32 COc1ccc(C(=O)N/N=C/C2CC=CCC2)cc1OC (stereo not drawn)
→ 5, 4, 7, 2, -11, 8, -11, 6, 1, 0, 0
#33 CC(=O)c1ccsc1-c1c(C)cc2oc(=O)cc(-c3ccccc3)c2c1C
→ -6, -23, -22, -8, -8, 43, 12, -4, -3, 6, -9
#34 C/C(=N\NC(=O)c1nnn(-c2nonc2N)c1-c1ccccc1)c1ccccc1O
→ 56, -1, 13, 18, 15, 23, -3, 20, 45, 19, 20
#35 Cc1cc(C)c(C(=O)CN2C(=O)NC3(CCC(C)CC3)C2=O)cc1C (stereo not drawn)
→ -7, 4, -5, -4, -6, 2, 24, -4, -5, 8, -1
#36 COc1ccc2c(c1)OC[C@H]1[C@H]2N2C(=O)c3ccccc3NC(=O)[C@@]2(C)[C@H]1c1ccccc1
→ 3, -16, 12, 3, 18, 3, 0, -6, 7, 7, -13
#37 O=C(/C=C\NCC(=O)c1ccccc1)c1ccccc1
→ -10, -2, 4, -11, -16, -18, 2, -7, -26, -17, 6
#38 CC(C(=O)Nc1ccc2c(c1)OCCO2)N1CCN(C(=O)c2ccco2)CC1 (stereo not drawn)
→ -5, 2, -2, 0, 3, 0, 9, 5, -8, -4, -2
#39 O=C(CC(O)(CC(=O)OCc1ccccc1)C(=O)OCc1ccccc1)OCc1ccccc1
→ -17, -11, 2, 9, 11, -2, 13, -27, -6, -48, 1
#40 O=C(CN(Cc1ccccc1)S(=O)(=O)c1ccc2c(c1)OCCO2)Nc1ccc2c(c1)OCCO2
→ -3, 1, -4, -7, -22, -13, 0, -4, -22, -11, 1
#41 CC(=O)c1ccc(S(=O)(=O)N2CCN(CC(=O)NC(=O)NC3CCCCC3)CC2)cc1
→ 0, 7, 20, -1, -13, -13, -21, -4, 11, -29, -6
#42 CC(C)Cn1c(N)c(C(=O)COC(=O)c2cc(F)cc(F)c2)c(=O)n(C)c1=O
→ 12, 16, -32, 32, 31, 11, 0, 0, -22, -49, 14
#43 O=C(COC(=O)Cc1ccsc1)Nc1cccc(Cl)c1
→ 3, 2, -7, 2, -18, -3, -11, -2, 13, 8, -1
#44 COc1ccc(OC)c(NC(=O)CSc2nc3[nH]c(=O)cc(O)c3s2)c1
→ -21, -16, -1, 2, 2, -10, 12, -1, -7, 19, 21
#45 COc1cccc(CC(=O)OCC(=O)NC(C)c2ccc(F)cc2)c1 (stereo not drawn)
→ 4, 3, -10, -1, -18, 13, -2, 16, -3, 10, 0
#46 CCOc1ccc(NC(=O)CN(C)C(=O)c2c(C)noc2C)cc1OCC
→ 13, -7, -11, 4, 9, -7, -13, -25, -11, 20, 14
#47 CSc1nnc(NC(=O)C23CC4CC(CC(C4)C2)C3)s1
→ -43, -1, -7, -12, -71, -55, -22, -17, -48, 24, 14

Screens as filed in PubChem BioAssay.
